M5 antag = CHRM5 antagonism in calcium assay; hit rate 0.59% among 360,000; AID 624040; CHO-hM5 cells, Fluo-8 calcium fluorescence, ACh EC80; P08912; inhibition, % at 3 µM;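 active = inhibition above a per-plate cutoff, the mean of that plate's test compounds plus 3 SD, cut at about 27% in these data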;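 note: 0% = acetylcholine EC80 with DMSO and 100% = DMSO without agonist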
Target sequence (P08912 whole entry, looked up): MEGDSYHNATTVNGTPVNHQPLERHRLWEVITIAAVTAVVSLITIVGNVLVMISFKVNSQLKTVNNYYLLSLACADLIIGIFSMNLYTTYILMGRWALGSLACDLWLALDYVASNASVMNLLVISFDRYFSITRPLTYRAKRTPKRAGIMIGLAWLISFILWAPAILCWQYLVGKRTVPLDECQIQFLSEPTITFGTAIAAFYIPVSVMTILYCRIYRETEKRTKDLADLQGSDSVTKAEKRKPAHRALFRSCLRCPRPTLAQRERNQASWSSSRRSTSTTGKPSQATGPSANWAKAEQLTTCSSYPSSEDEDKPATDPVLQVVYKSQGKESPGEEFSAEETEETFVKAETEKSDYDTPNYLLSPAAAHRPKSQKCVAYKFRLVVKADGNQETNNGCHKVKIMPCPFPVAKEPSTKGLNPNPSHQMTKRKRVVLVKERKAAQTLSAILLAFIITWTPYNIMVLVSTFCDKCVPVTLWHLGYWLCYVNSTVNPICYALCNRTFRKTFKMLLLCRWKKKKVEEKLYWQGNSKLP
CRFR2-BP ag = agonists of human CRF-binding protein/CRF-R2 receptor complex. hit rate 0.46% among 350,000. AID 588473. activation, % at 13.2 µM. HEK293 CRF-R2/CRF-BP, calcium dye fluorescence (FLIPR); percent of saturating CRF peptide response;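 active = activation of at least 50%, plus an integration ratio under a set limit after plate pattern correction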;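 note: plate controls were neutral control wells without compound for no effect and CRF at EC100 for full effect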
CRFR2-BP antag = blocks CRF-induced signaling of the CRF-BP/CRF-R2 complex | HEK293 CRF-R2/CRF-BP, CRF-induced calcium fluorescence | inhibition, % at 11.8 µM | hit rate 0.59% among 350,000 | AID 588475;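 active = inhibition of the ligand-induced calcium signal above about 50% at the single tested concentration, limit read from the data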
TAAR1 antag = human TAAR1 antagonism; Q96RJ0; CHO RD-HGA16 TAAR1, Fluo-8 calcium fluorescence, antagonist; inhibition, % at 3 µM; hit rate 1.5% among 360,000;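 active = inhibition above a per-plate cutoff, the mean inhibition of test compounds on that plate plus 3 SD, cut at about 49% in these data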;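 note: 0% = DMSO plus EC80 beta-PEA response and 100% = DMSO alone without agonist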
Target sequence (Q96RJ0 whole entry, looked up): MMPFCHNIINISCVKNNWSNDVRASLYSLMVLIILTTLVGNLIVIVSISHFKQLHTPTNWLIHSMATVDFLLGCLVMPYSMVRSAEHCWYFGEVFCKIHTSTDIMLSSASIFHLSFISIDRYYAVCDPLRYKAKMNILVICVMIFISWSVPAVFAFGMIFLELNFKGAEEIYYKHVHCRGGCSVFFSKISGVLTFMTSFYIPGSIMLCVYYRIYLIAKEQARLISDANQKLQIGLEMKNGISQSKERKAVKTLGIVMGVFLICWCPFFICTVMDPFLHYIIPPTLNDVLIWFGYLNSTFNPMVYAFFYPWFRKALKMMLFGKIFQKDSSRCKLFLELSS
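System: RD-HGA16 CHO cells with stable hTAAR1 and Gα16 | Probe or stimulus: EC80 β-phenethylamine stimulus | Dosing: 3 µM, single point | Times: Dye loading 75 min at 37 °C, then 30 min room temperature | Measured by: Fluo-8 calcium-sensitive fluorescence | Read-out basis: % inhibition of agonist calcium response | Replicates: n of 1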
TAAR1 agonist = human TAAR1 agonism; Q96RJ0; CHO RD-HGA16 TAAR1, Fluo-8 calcium fluorescence; vehicle wells 0%, saturating PEA agonist 100%; activation, % at 3 µM; hit rate 0.99% among 360,000; AID 624467;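 active = activation above the mean activation of all test compounds in the run plus 3 SD, cut at about 38% in these data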
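Test system: RD-HGA16 (CHO) cells co-expressing Gα16 and hTAAR1; dosing: one-point dosing at 3 µM (nominal); timing: 17-24 h seeding, 75 min 37 °C dye, 30 min RT; signal: kinetic Fluo-8 calcium fluorescence; read-out basis: % activation relative to PEA EC100 response; controls: DMSO and PEA EC100; replicates: n 1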
M1 PAM parental = M1 PAM counterscreen hit in parental CHO-K1 cells. ATP EC20, Fluo-8 calcium fluorescence; 0% at ATP EC20, 100% at ATP max. activation, % at 3 µM. hit rate 0.02% among 360,000;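 active = activation above the run cutoff, the mean activation of all test compounds plus 3 SD, cut at about 40% in these data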;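 note: peak over basal fluorescence ratio in a 140 s read after ATP addition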
CHRM5 PAM = CHRM5 positive allosteric modulation | P08912 | CHO-K1 hM5, Fluo-8 calcium, ACh EC20 PAM; 0% = ACh EC20, 100% = ACh EC100 | activation, % at 3 µM | hit rate 0.3% among 360,000;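 active = activation above the run cutoff, the mean activation of all test compounds plus 3 SD, cut at about 18% in these data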
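Assay system – human M5 receptor in CHO-K1 cells · Read-out – % activation, ACh-normalized · Technique – Fluo-8 calcium fluorescence · Dosing – single-point, 3 µM nominal · Incubation – Fluo-8 loading 80 min at 37 °C plus 30 min room temperature · Repeats – singlicate, one well per test compound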
M4 PAM = CHRM4 positive allosteric modulation; P08173; CHO-K1 hM4/Gqi5, Fluo-8 calcium fluorescence, ACh EC20; 0% = ACh EC20, 100% = maximal ACh; activation, % at 3 µM; hit rate 0.4% among 360,000; AID 624126;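 active = activation above its plate's cutoff, the mean activation of sample wells plus 3 SD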; note: some results filed as inactive read as strong as hits
CHRM5 agonist = agonists of human muscarinic M5 receptor (CHRM5); P08912; CHO-K1 hM5 cells, Fluo-8 calcium fluorescence; 0% DMSO wells, 100% maximal acetylcholine response; activation, % at 3 µM; hit rate 0.19% among 360,000; AID 624037;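 active = activation above the run's mean over test compounds plus 3 SD, cut at about 23% in these data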;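 note: signal is peak over basal fluorescence ratio across the kinetic read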
* marks the source's active call; other numbers are inactive results; x = not tested or not shown.

SMILES	M5 antag	CRFR2-BP ag	CRFR2-BP antag	TAAR1 antag	TAAR1 agonist	M1 PAM parental	CHRM5 PAM	M4 PAM	CHRM5 agonist
O=C1NCCCC1C(=O)N1CCCCC1 (stereo unspecified)	1	0.2	-9	-12	4	6	-3	11	-1
Cc1nn(C)cc1CNC(=O)/C=C/c1cnn(C)c1	7	-0.6	9	7	1	1	-2	3	1
COCCNC(=O)C12CC3CC(CC(Cl)(C3)C1)C2	8	0.6	7	-9	1	14	3	-5	-2
COCc1cc(C)nc(SCC(=O)Nc2cc3c(cc2C#N)OCO3)c1C#N	7	-1.0	3	4	5	20	9	7	1
O=C(CSc1nnc(Cc2ccccc2)o1)NCCN1C(=O)CSC1=O	-7	-1.7	10	10	0	15	10	-3	-3
CCc1nc(SCC(=O)Nc2ccc(C(=O)O)cc2)n[nH]1	1	6.2	41	-26	1	11	-2	5	1
CC(C)c1cccc(C(C)C)c1NC(=O)CNCc1ccccc1F	-3	-2.0	-16	-2	0	2	2	0	-5
CCn1c(C)[n+](CC)c2ccc(S(=O)(=O)N(C)C)cc21	6	0.3	0	10	5	3	-5	10	-6
Oc1ccc2ccccc2c1/C=N/c1nc2c(s1)CCCC2	2	-1.6	9	14	4	22	-1	0	-2
O=[N+]([O-])c1ccc2nc(Cl)nc(-c3ccccc3)c2c1	14	-0.7	4	-18	0	13	-7	-7	-1
CCN(CC)S(=O)(=O)c1ccc(O)c(C(=O)OCC(=O)NC23CC4CC(CC(C4)C2)C3)c1	18	19	17	21	6	-6	-20	-5	9
O=C(NCc1ccc(Cl)cc1)c1ccccc1CCc1ccccc1	-4	-1.1	18	39	4	18	-3	-9	-5
CN(C)CCCN(CCCN(C)C)C(=S)Nc1ccc(S(=O)(=O)N2CCOCC2)cc1	4	1.6	-12	-29	2	22	9	1	1
CCCNC(=O)C1(C)CCCN(C(=O)c2ccc3c(c2)CCO3)C1 (stereo unspecified)	5	x	x	-15	2	19	-2	-3	1
O=C(C1=C(O)C(=O)N(CCN2CCOCC2)C1c1cccc([N+](=O)[O-])c1)c1cc2ccccc2o1 (stereo unspecified)	1	6.7	-1	-18	2	26	-6	14	3
CCn1cc(C(=O)NN)c(=O)c2cc(F)c(N3CCOCC3)cc21	3	1.8	-3	-1	0	3	-1	1	0
CC(=NNC(=O)c1cccc(S(=O)(=O)N2CCOCC2)c1)c1ccccc1	2	-0.7	9	20	0	8	-9	4	-4
CCOC(=O)Nc1cc(OC)c(OC)cc1Cc1nccc2cc(OC)c(OC)cc12	-3	-0.8	-6	-14	6	7	2	-3	-1
CC(c1n[nH]c(=S)n1-c1ccc(F)cc1)N1CCCCC1 (stereo unspecified)	13	0.9	-7	-8	0	21	0	-3	2
O=C(O)c1ccccc1NC(=S)NC(=O)c1sc2ccccc2c1Cl	3	-0.7	-1	-29	-1	14	5	-2	3
CCCCNC(=S)N/N=C/c1sccc1C	0	-0.7	-32	2	36	13	-4	11	-13
CC1(C)CC(NC(=O)c2ccc(Cl)c(Cl)c2)CC(C)(C)N1	2	0.1	-11	-1	10	0	-3	6	0
O=C(CCSc1ccccc1)Nc1nccs1	-5	-1.3	-21	-3	4	-1	6	4	1
C=CCn1c(=O)c2ccccc2n2c(SCC(=O)O)nnc12	3	2.9	-4	-1	5	13	3	-1	-4
Cc1cc(C)c(NC(=O)C2CCCCN2C)c(C)c1 (stereo unspecified)	-9	-0.6	-8	-13	1	22	7	-1	0

Brought forward from above: six compounds, then new ones.
SMILES	M5 antag	CRFR2-BP ag	CRFR2-BP antag	TAAR1 antag	TAAR1 agonist	M1 PAM parental	CHRM5 PAM	M4 PAM	CHRM5 agonist
O=C(O)c1ccccc1NC(=S)NC(=O)c1sc2ccccc2c1Cl	3	-0.7	-1	-29	-1	14	5	-2	3
CCCCNC(=S)N/N=C/c1sccc1C	0	-0.7	-32	2	36	13	-4	11	-13
CC1(C)CC(NC(=O)c2ccc(Cl)c(Cl)c2)CC(C)(C)N1	2	0.1	-11	-1	10	0	-3	6	0
O=C(CCSc1ccccc1)Nc1nccs1	-5	-1.3	-21	-3	4	-1	6	4	1
C=CCn1c(=O)c2ccccc2n2c(SCC(=O)O)nnc12	3	2.9	-4	-1	5	13	3	-1	-4
Cc1cc(C)c(NC(=O)C2CCCCN2C)c(C)c1 (stereo unspecified)	-9	-0.6	-8	-13	1	22	7	-1	0
Cc1c(C(=O)Nc2c(F)cccc2F)sc2ncnc(N3CCN(c4ccccc4)CC3)c12	4	-0.2	-1	28	5	20	-9	-3	-5
OC(CCN1CCCCC1)(c1ccccc1)C1C[C@@H]2C=C[C@H]1C2 (stereo partly specified)	98*	-1.4	-23	-4	2	12	-18	-17	-1
CCOC(=O)C(=O)Nc1nnc(Cc2ccc(OC)c(OC)c2)s1	-1	-0.4	2	-5	6	17	4	7	1
CCOCCCNC(=O)CN1C(=O)COc2ccc(S(=O)(=O)N3CCOCC3)cc21	-10	0.2	-7	-15	0	10	3	2	-1
COc1cc2c3c(c1)c(N=NC(N)=S)c(O)n3C(C)(C)C=C2C	-5	1.4	-11	-6	-3	-19	2	3	1
CCCN(CCC)S(=O)(=O)c1ccc(NC(=O)C2CCCO2)cc1 (stereo unspecified)	2	1.0	-5	-2	2	14	8	10	-1
COc1cccc(CNCc2cccc(Br)c2)c1OC	8	-0.5	-9	6	2	0	-3	-6	-3
O=C1CCCC(O)=C1C1C2=C(CCCC2=O)Oc2ccccc21 (stereo unspecified)	4	-0.9	19	1	1	10	5	14	-2
N#Cc1ccc(C(c2nnnn2CCc2ccccc2)N2CCCCCC2)cc1 (stereo unspecified)	-5	-1.7	18	20	-4	-3	-3	-4	-1
CCOC(=O)C1=C(CN2CCN(C(=O)c3ccco3)CC2)NC(=O)NC1c1ccc(OC)cc1 (stereo unspecified)	8	-1.2	-19	-31	5	16	1	0	-4
Cn1cccc1C(=O)C(=O)Nc1ccccc1C(F)(F)F	8	-0.3	-10	-8	3	13	-1	-1	3
Cc1ccc(C(C)C)c(OCC(=O)NNC(=O)Cc2ccc(S(=O)(=O)N3CCOCC3)s2)c1	4	0.5	1	11	6	9	-1	-4	5
CN(CCCOc1ccccc1Br)Cc1ccccc1	8	-0.2	-19	-9	2	8	-1	-6	-7
O=C1CCCc2c1nc(-c1ccccc1)n2O	3	0.6	8	x	x	12	-7	5	-1
O=C(Nc1cccc(C(F)(F)F)c1)c1ccc2nc(-c3ccco3)c(-c3ccco3)nc2c1	5	-1.9	0	4	0	23	7	2	-1
O=C(O)c1ccc2c(c1)C(=O)N(c1cccc3ccccc13)C2=O	1	2.4	21	0	2	18	2	0	-1
CCn1c(SCC(=O)Nc2cc(C)on2)nc2sc3c(c2c1=O)CCCC3	4	-0.7	-4	9	3	22	0	-1	-1
N#Cc1ccc(CN2CCN(C(=O)c3ccccc3)CC2)c(Cl)c1	2	-0.7	2	6	8	12	1	4	0
c1ccc(Nc2nc(-c3cccs3)cs2)nc1	6	-1.5	-4	-2	6	6	-6	3	4
O=C(Nc1ccc2c(c1)CCC2)c1cccc(S(=O)(=O)Nc2ccccc2Cl)c1	14	0.8	3	-2	0	14	-6	0	-4
CC(C)c1nc(SCC(=O)NCc2ccccc2)n[nH]1	-7	-1.8	4	-5	16	8	-1	8	-1
Cc1c(C)c2ccc(OC(C)C(=O)NCCCN3CCOCC3)c(C)c2oc1=O (stereo unspecified)	-7	-0.4	13	-11	1	-3	2	6	1
COc1ccccc1C(=O)NCCC(=O)N1CCN(c2ccccc2O)CC1	10	0.2	71*	-32	-1	-14	1	3	-3
COc1cc(F)ccc1S(=O)(=O)N1CCN(Cc2ccccc2)CC1	-2	-1.6	22	-2	1	13	7	-2	6
CCCCCC(=O)N1C[C@H](n2cc(COC(=O)c3ccccc3)nn2)[C@@H](O)C[C@@H]1c1ccc(OC)cc1	-2	3.5	4	-24	2	-11	0	0	1

Other results follow:
SMILES	M5 antag	CRFR2-BP ag	CRFR2-BP antag	TAAR1 antag	TAAR1 agonist	M1 PAM parental	CHRM5 PAM	M4 PAM	CHRM5 agonist
O=C(CCc1ccccc1)NCC(c1ccco1)N1CCc2ccccc21 (stereo unspecified)	6	-0.7	20	-16	-2	-1	5	-4	-4
O=C(c1ccc(N2C(=O)CCC2=O)cc1)N1CCN(c2ccccc2)CC1	5	0.2	-7	6	8	-8	1	3	1
CN(C(=O)Cn1nnc(-c2ccccc2)n1)C1CCS(=O)(=O)C1 (stereo unspecified)	9	-1.3	-5	-20	4	-7	3	-6	1
COc1ccc(NC(=O)Cc2nnc(SCC(=O)Nc3ccccc3)n2C)cc1	3	-0.4	11	6	7	5	-1	2	0
CC1(C)CC(=O)c2c(O)cc(OCC(=O)Nc3ccc(S(N)(=O)=O)cc3)cc2O1	6	-1.4	-6	-1	3	7	-3	2	1
CC1(C)Nc2ccccc2C(=O)N1NC(=O)c1ccccc1	-5	1.4	-3	-2	1	-2	10	6	-4
CCOC(=O)C1(Cc2ccc(Cl)cc2)CCN(C(=O)CCc2cnccn2)CC1	3	-1.9	-21	-16	3	14	-3	-3	1
O=C(C1CCN(S(=O)(=O)c2ccccc2)CC1)N1CCOCC1	-4	1.0	18	11	11	10	3	2	2
Fc1cccc(F)c1[B-](F)(F)F	1	2.0	2	-10	2	12	-3	4	0
O=C(CSc1ccc(Cl)cc1)OCc1nnc(-c2ccccc2)o1	2	1.9	-10	-9	0	16	6	-1	-13
O=C(NCc1ccccc1Cl)c1cnccc1C(F)(F)F	-4	0.3	18	-24	0	-5	3	3	-5
CCOC(=O)N1CCN(C(=O)COC(=O)c2ccccc2NCCO)CC1	-6	0.0	11	-27	0	10	11	5	-3
CC(C)(C)c1ccc(OCCn2ccccc2=O)cc1	2	-1.9	-17	-9	16	11	1	-10	-1
Cc1ccc(N2C(S)=C(C#N)C(=O)NC2c2ccco2)cc1 (stereo unspecified)	7	1.2	-25	-17	3	14	-4	-4	-1
NC(=O)c1ccsc1NC(=O)CSc1nc2ccccc2c(=O)n1CCCO	-1	-1.9	-25	-2	10	-3	-5	-3	7
COC(=O)[C@@]1(Cc2ccc(OC)cc2)[C@@H]2C(=CC(=O)[C@H]2CC(=O)C(=O)N(C)C)CN1C(=O)c1ccccc1	x	0.5	2	5	3	x	x	x	x
COc1ccc2cc(C(C)c3nc4ccccc4c(=O)n3N)ccc2c1 (stereo unspecified)	1	4.6	-83	17	6	9	-4	11	2

Bioassay records (PubChem BioAssay)
